NR2E3 ag-1: NR2E3 (human) agonism; Q9Y5X4; GST-NR2E3/biotin-RetCOR TR-FRET, 1536-well; inhibition of corepressor binding, % at 4.78 µM; 320,000 tested, 0.12% active; AID 2300;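 active means percent inhibition above the cutoff of mean plus 3 SD of all tested compounds, set per screening campaign, cut at about 20% in these data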;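 further: 0% = DMSO wells and 100% = biotin wells as full block of FRET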
Target sequence (Q9Y5X4 whole entry, looked up): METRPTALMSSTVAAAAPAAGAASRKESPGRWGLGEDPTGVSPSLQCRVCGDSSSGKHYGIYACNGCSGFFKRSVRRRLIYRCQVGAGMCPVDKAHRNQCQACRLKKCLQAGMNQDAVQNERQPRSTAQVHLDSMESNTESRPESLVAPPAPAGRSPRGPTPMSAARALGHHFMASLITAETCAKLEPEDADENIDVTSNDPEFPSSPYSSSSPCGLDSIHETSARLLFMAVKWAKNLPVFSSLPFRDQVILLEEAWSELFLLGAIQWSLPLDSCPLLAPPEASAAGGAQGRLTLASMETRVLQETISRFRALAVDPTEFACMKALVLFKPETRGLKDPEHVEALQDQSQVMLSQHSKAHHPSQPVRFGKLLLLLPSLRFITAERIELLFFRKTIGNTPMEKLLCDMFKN
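System: GST-tagged NR2E3 plus biotinylated RetCOR corepressor; Amount: 1.35 nM GST-tagged NR2E3 final; Dosing: single nominal compound dose of 4.8 µM; Schedule: 5 h incubation at 4 °C; Technique: TR-FRET with europium anti-GST and streptavidin-D2, 340 nm excitation; Controls: biotin wells as high control, 0.6% DMSO wells as low control.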
HIF-2a inh: HIF-2a inhibition; 786-0 RCC cells HIF-2a reporter, luciferase luminescence, overnight; inhibition, % at 18.8 µM; 360,000 tested, 0.72% active; AID 624352;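 active means inhibition of the luminescence signal of 40% or more relative to plate controls, in a single-dose primary screen at 18.75 µM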
Vif imaging: blocks HIV Vif function | inhibition, % at 7.49 µM | 340,000 tested, 0.35% active | AID 602346 | HEK293T cells, Vif self-association by quenched fluorescence, imaging, 24 h; in the data active means inhibition above about 50%, passing the limit was not always enough; further: some results filed as inactive read as strong as hits
aDG glyco up: alpha-DG glycosylation activation; activation, % at 10 µM; 360,000 tested, 0.22% active; AID 624168; Pro5-aDG cells, alpha-DG glycosylation AlphaScreen (IIH6); 0% Pro5, 100% B10-LARGE cell signal;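 active means activation of at least 8% versus controls, or a plate z-score of at least 8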;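 further: Pro5 are CHO cells carrying HIG-tagged alpha-DG that lacks glycosylation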
Exocytosis inh: lytic granule exocytosis inhibition; TALL-104 LAMP-1 surface exposure, flow cytometry; cells stimulated with thapsigargin and PMA; inhibition, % at 10 µM; 360,000 tested, 0.66% active;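 active means inhibition above about 55%, limit read from the data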
MITF TRPM1 inh: reduces MITF-dependent TRPM1 promoter luciferase signal; 330,000 tested, 0.83% active; SK-MEL-5 TRPM1 promoter luciferase, 24 h; AID 488899; inhibition, % at 12.5 µM;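 active means mean inhibition across replicates of 60% or more, whatever share of single replicates reaches that level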; further: values of inactives mirror those of a sister screen read the other way
Peg3 promoter: reduces Peg3 promoter-driven luciferase expression in HeLa; HeLa PEG-Prom luciferase reporter, luminescence, overnight; inhibition, % at 20 µM; 360,000 tested, 1.7% active; AID 588405;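 active means inhibition of at least 50% at 20 µM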
NR2E3 ag-2: agonists of human NR2E3 nuclear receptor; inhibition of corepressor binding, % at 3.98 µM; 360,000 tested, 0.35% active; CHO-S Gal4-NCOR/VP16-NR2E3 two-hybrid, luciferase; AID 602229;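 active means inhibition above the mean of all tested compounds plus 3 SD, cut at about 70% in these data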;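 further: 0% = DMSO with NR2E3 transfected cells and 100% = cells lacking NR2E3 construct; higher means lower luciferase signal from less NR2E3 corepressor binding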
CaV13 FRET inh: Disruptors of the CACNA1D IQ motif to Ca2+-dependent inactivation inhibitor domain association, primary screening, Förster resonance energy transfer in intact living …; HEK cells, CFP/YFP FRET ICDI-IQ, plate reader, 10 min; percent FRET-ratio fall versus neutral wells; inhibition, % at 12.3 µM; 340,000 tested, 0.098% active; AID 743397;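 active means mean replicate inhibition of at least 30% and at least 1% of replicates passing that level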;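 further: 0% = median of the neutral control wells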
hiPSC survival: increases survival of single human iPS cells; hiPSC single-cell survival, ATPlite luminescence; 100% = ROCK inhibitor wells, 0% = DMSO; survival enhancement, % at 20 µM; 360,000 tested, 0.044% active; AID 602274; in the data active means survival enhancement above about 18%;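 further: cells exposed to compounds for 16 hours before the ATP read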
PDI turbidity: PDI (human) enzyme inhibition; P07237; PDI insulin aggregation turbidity, A650, 90 min; inhibition, % at 10 µM; 350,000 tested, 0.052% active;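 active means mean inhibition across replicates of 30% or more, whatever share of single replicates reach that level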;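 further: absorbance from insulin aggregation driven by PDI reduction with DTT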
Target sequence (P07237 whole entry, looked up): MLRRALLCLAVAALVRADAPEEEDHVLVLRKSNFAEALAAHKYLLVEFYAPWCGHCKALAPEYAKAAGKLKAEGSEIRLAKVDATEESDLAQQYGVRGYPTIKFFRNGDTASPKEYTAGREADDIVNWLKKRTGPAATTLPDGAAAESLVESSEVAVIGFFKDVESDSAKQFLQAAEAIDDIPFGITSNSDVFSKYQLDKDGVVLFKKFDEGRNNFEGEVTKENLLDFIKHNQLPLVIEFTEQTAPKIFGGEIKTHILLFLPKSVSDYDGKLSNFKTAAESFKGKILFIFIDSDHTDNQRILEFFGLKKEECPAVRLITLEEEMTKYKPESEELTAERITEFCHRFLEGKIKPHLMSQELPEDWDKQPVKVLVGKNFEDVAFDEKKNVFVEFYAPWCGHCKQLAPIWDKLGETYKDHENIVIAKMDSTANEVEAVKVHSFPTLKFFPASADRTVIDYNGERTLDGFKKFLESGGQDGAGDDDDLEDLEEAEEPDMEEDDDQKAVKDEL
Numbers without * were called inactive.

For CCOc1ccc(/C(O)=C2/C(=O)C(=O)N(CC3CCCO3)C2c2cccs2)cc1 (configuration not stated) the results were NR2E3 ag-1 9, HIF-2a inh -6, Vif imaging 3, aDG glyco up -0.1, Exocytosis inh -10, MITF TRPM1 inh -2, Peg3 promoter -2, NR2E3 ag-2 -8, CaV13 FRET inh -5, hiPSC survival -0.2 and PDI turbidity -6.
`CCOc1ccccc1NC(=O)NC1CCCCCCC1` gave HIF-2a inh -9, Vif imaging -23, aDG glyco up 0.4, Exocytosis inh -20, MITF TRPM1 inh 5, Peg3 promoter -2, NR2E3 ag-2 10, CaV13 FRET inh -9, hiPSC survival 0.3 and PDI turbidity -9.
Screening O=C(NN=C1CCCC1)c1ccccc1OCc1ccc(Cl)cc1 returned NR2E3 ag-1 1, HIF-2a inh 16, Vif imaging -5, aDG glyco up -0.1, Exocytosis inh -7, MITF TRPM1 inh 0, Peg3 promoter 15, NR2E3 ag-2 -5, CaV13 FRET inh 5, hiPSC survival 4.8 and PDI turbidity -3.
`CSc1nc2[nH]ncc2c(=O)n1-c1ccccc1` gave NR2E3 ag-1 4, HIF-2a inh 18, Vif imaging 3, aDG glyco up -0.2, Exocytosis inh 17, MITF TRPM1 inh -1, Peg3 promoter 6, NR2E3 ag-2 -10, CaV13 FRET inh -5, hiPSC survival 0.2 and PDI turbidity 10.
Screening CCCCN(CCCC)S(=O)(=O)c1ccc(NS(=O)(=O)c2ccc(NC(C)=O)cc2)cc1 returned NR2E3 ag-1 0, HIF-2a inh -1, Vif imaging -10, aDG glyco up 0.2, Exocytosis inh 9, MITF TRPM1 inh -5, Peg3 promoter 4, NR2E3 ag-2 -10, CaV13 FRET inh -8, hiPSC survival -2.5 and PDI turbidity 3.
For O=C(OCC#Cc1c(COC(=O)c2ccccc2)nnn1Cc1ccccc1)c1ccccc1 the results were NR2E3 ag-1 2, HIF-2a inh 12, aDG glyco up 0.2, Exocytosis inh 26, MITF TRPM1 inh 4, Peg3 promoter 2, NR2E3 ag-2 -8, CaV13 FRET inh -5, hiPSC survival 2.5 and PDI turbidity 3.
Screening C[C@H]1CN([C@@H](C)CO)C(=O)c2cccc(NC(=O)c3cnccn3)c2O[C@@H]1CN(C)S(=O)(=O)c1ccc(F)cc1 returned HIF-2a inh 11, Vif imaging 6, aDG glyco up 0.0, Exocytosis inh -5, MITF TRPM1 inh -9, Peg3 promoter 10, NR2E3 ag-2 -12, hiPSC survival -1.1 and PDI turbidity -3.
COc1cc(/C=N/NC(=O)CNC(=O)c2ccc3c(c2)OCCO3)ccc1O was read as NR2E3 ag-1 7, HIF-2a inh 8, aDG glyco up -0.1, Exocytosis inh -2, MITF TRPM1 inh 3, Peg3 promoter -9, NR2E3 ag-2 10, CaV13 FRET inh -3, hiPSC survival -0.4 and PDI turbidity 13.
Screening Cc1ccc(S(=O)(=O)NC(=O)Nc2cc(C)ccc2F)cc1 returned NR2E3 ag-1 -1, HIF-2a inh 0, Vif imaging 2, aDG glyco up -0.1, Exocytosis inh 3, MITF TRPM1 inh 2, Peg3 promoter 12, NR2E3 ag-2 5, CaV13 FRET inh -3, hiPSC survival -1.3 and PDI turbidity 4.
Screening Nc1nc(SCC(=O)Nc2cc(Cl)c(Cl)cc2Cl)n[nH]1 returned HIF-2a inh -53, Vif imaging -10, aDG glyco up 0.3, Exocytosis inh 26, MITF TRPM1 inh -6, Peg3 promoter -21, NR2E3 ag-2 -23, CaV13 FRET inh -4, hiPSC survival -0.7 and PDI turbidity 4.
Cc1nn(C)c(C)c1S(=O)(=O)N1CCC(CO)(CC2CCCCO2)CC1 (configuration not stated) was read as NR2E3 ag-1 3, HIF-2a inh 11, Vif imaging 0, aDG glyco up -0.1, Exocytosis inh 1, MITF TRPM1 inh 3, Peg3 promoter 1, NR2E3 ag-2 -10, CaV13 FRET inh -6, hiPSC survival 0.3 and PDI turbidity 4.
CS(=O)(=O)c1ccc2c(c1)sc1nc(=O)c(/C=C3/C=CC(=O)C(O)=C3)c(N)n12 was read as NR2E3 ag-1 2, HIF-2a inh -36, Vif imaging 24, aDG glyco up -0.1, Exocytosis inh 0, MITF TRPM1 inh 4, Peg3 promoter 4, NR2E3 ag-2 -32, CaV13 FRET inh -5, hiPSC survival -0.7 and PDI turbidity 1.
`COc1ccc(CN(CC(=O)NCc2ccc(F)cc2)C(=O)CCC(=O)Nc2nccs2)cc1` gave NR2E3 ag-1 0, HIF-2a inh 20, Vif imaging 12, aDG glyco up -0.1, Exocytosis inh 5, MITF TRPM1 inh -2, Peg3 promoter 8, NR2E3 ag-2 -10, CaV13 FRET inh -2, hiPSC survival -0.2 and PDI turbidity 11.
Screening CCCC(C)NC(=O)c1cc(S(=O)(=O)N2CCCCCC2)ccc1OC (configuration not stated) returned NR2E3 ag-1 1, HIF-2a inh 16, Vif imaging -1, aDG glyco up 0.2, Exocytosis inh -4, MITF TRPM1 inh -1, Peg3 promoter 20, NR2E3 ag-2 -12, CaV13 FRET inh -15, hiPSC survival 0.3 and PDI turbidity 2.
`Cc1ccc(/C=N/n2nnnc2N)o1` gave NR2E3 ag-1 -3, HIF-2a inh -1, Vif imaging 0, aDG glyco up -0.2, Exocytosis inh 5, MITF TRPM1 inh 2, Peg3 promoter -6, NR2E3 ag-2 4, CaV13 FRET inh -6, hiPSC survival -1.9 and PDI turbidity 4.
`O=C(Nc1ccccc1-c1nc2ccccc2s1)c1cccnc1Cl` gave NR2E3 ag-1 2, HIF-2a inh -19, Vif imaging 12, aDG glyco up 0.3, Exocytosis inh 1, MITF TRPM1 inh 10, Peg3 promoter 26, NR2E3 ag-2 -15, CaV13 FRET inh -7, hiPSC survival 1.7 and PDI turbidity -5.
`O=C(COc1ccc([N+](=O)[O-])cc1)Nc1ccccc1N1CCCC1` gave NR2E3 ag-1 -6, HIF-2a inh 6, Vif imaging -8, aDG glyco up 0.3, Exocytosis inh -2, MITF TRPM1 inh -2, Peg3 promoter 16, NR2E3 ag-2 -5, CaV13 FRET inh -6, hiPSC survival -0.8 and PDI turbidity 0.
Screening C/C(=N\NC(=O)CSc1nc(C)[nH]c1[N+](=O)[O-])c1ccc(F)cc1 returned NR2E3 ag-1 1, HIF-2a inh -84, Vif imaging -1, aDG glyco up -0.2, Exocytosis inh -4, MITF TRPM1 inh -21, Peg3 promoter -115, NR2E3 ag-2 -14, CaV13 FRET inh -4, hiPSC survival -0.8 and PDI turbidity 2.
`CC(=O)c1ccccc1NC(=O)COC(=O)c1c(C)nn(-c2ccccc2)c1C` gave NR2E3 ag-1 3, HIF-2a inh -212, Vif imaging -1, aDG glyco up 0.5, Exocytosis inh 10, MITF TRPM1 inh -33, Peg3 promoter -103, NR2E3 ag-2 -26, CaV13 FRET inh -2, hiPSC survival 0.5 and PDI turbidity -4.
For CN1C(=O)N(c2ccccc2)C(Nc2nncs2)C1(C)C (configuration not stated) the results were NR2E3 ag-1 2, HIF-2a inh 9, Vif imaging -7, aDG glyco up 0.3, Exocytosis inh 1, MITF TRPM1 inh -3, Peg3 promoter 2, NR2E3 ag-2 -9, CaV13 FRET inh -3, hiPSC survival -1.3 and PDI turbidity -1.
Screening COc1cc(C2NC(=O)c3ccccc3O2)ccc1OC(C)C (configuration not stated) returned NR2E3 ag-1 3, HIF-2a inh 12, Vif imaging -2, aDG glyco up 0.0, Exocytosis inh 2, MITF TRPM1 inh -6, Peg3 promoter -3, NR2E3 ag-2 0, CaV13 FRET inh -3, hiPSC survival 2.5 and PDI turbidity -5.
`CC1(C)OC(C)(C)/C(=C\c2ccc(OCC(N)=O)cc2)C1=O` gave NR2E3 ag-1 4, HIF-2a inh 10, Vif imaging -4, aDG glyco up 0.1, Exocytosis inh 1, MITF TRPM1 inh -1, Peg3 promoter 6, NR2E3 ag-2 5, CaV13 FRET inh -4, hiPSC survival 1.1 and PDI turbidity -9.
For O=C(COc1cccc2ccccc12)N/N=C/c1ccncc1 the results were NR2E3 ag-1 1, HIF-2a inh 2, Vif imaging 24, aDG glyco up -0.3, Exocytosis inh -10, MITF TRPM1 inh 1, Peg3 promoter 0, NR2E3 ag-2 0, CaV13 FRET inh -17, hiPSC survival -0.9 and PDI turbidity 5.
Screening CCN1CCN(c2cc(N3CCN(C(=O)c4ccco4)CC3)c3c4c(onc24)-c2ccccc2C3=O)CC1 returned NR2E3 ag-1 -15, HIF-2a inh 12, Vif imaging 3, aDG glyco up -0.6, Exocytosis inh 20, MITF TRPM1 inh 89*, Peg3 promoter 30, NR2E3 ag-2 -23, hiPSC survival -0.5 and PDI turbidity -11.
Screening C/C(=N\NC(=O)c1cc2c(s1)CCC(C)C2)c1ccncc1 (configuration not stated) returned NR2E3 ag-1 -4, HIF-2a inh -136, Vif imaging -3, aDG glyco up -0.2, Exocytosis inh -1, MITF TRPM1 inh -30, Peg3 promoter -125, NR2E3 ag-2 0, CaV13 FRET inh -5, hiPSC survival 0.9 and PDI turbidity -3.
COc1nnc(-c2ccc(N3CCCCC3)c(NC(C)=O)c2)c2ccccc12 was read as NR2E3 ag-1 -3, HIF-2a inh -16, Vif imaging -4, aDG glyco up 0.3, Exocytosis inh 2, MITF TRPM1 inh -10, Peg3 promoter -8, NR2E3 ag-2 -32, hiPSC survival -1.0 and PDI turbidity 6.
For Nc1nonc1-n1nnc(C(=O)N/N=C/c2ccncc2)c1-c1ccccc1 the results were NR2E3 ag-1 -5, HIF-2a inh 8, Vif imaging -1, aDG glyco up 0.0, Exocytosis inh -10, MITF TRPM1 inh -3, Peg3 promoter 14, NR2E3 ag-2 11, CaV13 FRET inh -7, hiPSC survival 2.2 and PDI turbidity 0.
Cc1cc(NC(=O)C2C3C(=O)N(CC4CCCO4)C(C(=O)NC(C)(C)C)C34C=CC2(C)O4)no1 (configuration not stated) was read as NR2E3 ag-1 2, HIF-2a inh 15, Vif imaging 16, aDG glyco up 0.9, Exocytosis inh 4, MITF TRPM1 inh 1, Peg3 promoter -3, NR2E3 ag-2 3, CaV13 FRET inh -2, hiPSC survival -0.6 and PDI turbidity 5.
`CC12CCC(=O)N1C(C(=O)Nc1cccc3ccccc13)CS2` (configuration not stated) gave NR2E3 ag-1 4, HIF-2a inh 8, Vif imaging 5, aDG glyco up -0.2, Exocytosis inh 0, MITF TRPM1 inh 0, Peg3 promoter 4, NR2E3 ag-2 6, CaV13 FRET inh -5, hiPSC survival -1.1 and PDI turbidity 0.
`CCOC(=O)C1C(=O)CC(C)(O)C(C(=O)OCC)C1c1ccc(N(CC)CC)cc1` (configuration not stated) gave NR2E3 ag-1 -4, HIF-2a inh 7, Vif imaging 15, aDG glyco up 0.4, Exocytosis inh 1, MITF TRPM1 inh 5, Peg3 promoter 6, NR2E3 ag-2 -15, CaV13 FRET inh -5, hiPSC survival 6.7 and PDI turbidity -2.

High-throughput results from PubChem BioAssay.
